Screens: PubChem BioAssay, Sanford-Burnham Center for Chemical Genomics
hIAP block = human IAP inhibitors, primary screen, biochemical, luminescence, uHTS | Intestinal-type alkaline phosphatase (Homo sapiens), P09923 | purified IAP, CDP-Star luminescence, 30 min | inhibition, % at 10 µM | actives 0.12% (n = 330,000) | AID 2544, 2010;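 active = inhibition reaching a set limit with compound at 10 µM in the primary screen, cut at about 35% in these data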;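 also: plate controls were DMSO wells with enzyme for no effect and no-enzyme buffer wells for full effect; values of inactives mirror those of a sister screen read the other way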
Target sequence (P09923 whole entry, looked up): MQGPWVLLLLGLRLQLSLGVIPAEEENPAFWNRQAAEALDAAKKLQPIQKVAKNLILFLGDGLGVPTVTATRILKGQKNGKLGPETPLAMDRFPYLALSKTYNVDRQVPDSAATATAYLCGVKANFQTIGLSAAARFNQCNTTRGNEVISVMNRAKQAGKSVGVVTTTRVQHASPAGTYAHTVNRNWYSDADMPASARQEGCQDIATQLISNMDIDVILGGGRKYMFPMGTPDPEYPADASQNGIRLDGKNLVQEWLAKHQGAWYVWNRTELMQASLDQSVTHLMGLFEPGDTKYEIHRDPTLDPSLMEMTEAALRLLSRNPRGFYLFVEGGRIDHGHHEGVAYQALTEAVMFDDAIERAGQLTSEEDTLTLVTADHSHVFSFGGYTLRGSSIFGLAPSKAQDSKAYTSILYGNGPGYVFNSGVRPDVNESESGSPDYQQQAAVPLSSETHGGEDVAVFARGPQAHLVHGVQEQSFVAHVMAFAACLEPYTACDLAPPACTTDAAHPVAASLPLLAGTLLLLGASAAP
A3G deaminase = APOBEC3G DNA deaminase inhibitors, primary screen, biochemical, fluorescence, single-stranded DNA substrate, uHTS. actives 0.28% (n = 330,000). inhibition, % at 20 µM. recombinant A3G, ssDNA deamination FAM/TAMRA fluorescence;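 active = inhibition of at least 40% at 20 µM, with no more than 30% in the related APOBEC3A deaminase screen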;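 also: plate controls were DMSO wells with A3G for no effect and wells lacking A3G enzyme for full effect; some compounds called inactive have numbers as strong as hits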
beta cell repl = inducers of MIN6 beta-cell proliferation, primary screen, ATP luminescence, uHTS. proliferation, % at 10 µM. actives 0.29% (n = 330,000). MIN6 cells proliferation, ATPlite luminescence, 48 h; cells starved in 0.2% serum; 100% = growth in 10% serum;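 active = compounds whose signal lies at least 3.5 SD above the mean of all wells on their plate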;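 also: 0% = DMSO-treated cells in low-serum medium and 100% = 10% serum control; some compounds called inactive have numbers as strong as hits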
A3A deaminase = APOBEC3A ssDNA deaminase inhibitors, primary screen, selectivity assay for APOBEC3G inhibitor project, biochemical, FAM/TAMRA oligo cleavage fluorescence; recombinant A3A, FAM/TAMRA ssDNA deamination fluorescence; inhibition, % at 20 µM; actives 0.41% (n = 330,000); AID 493011, 2011;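 active = at least 40% inhibition at 20 µM here, with at most 30% in a related deaminase screen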;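 also: plate controls were A3A with DMSO for no effect and wells lacking A3A enzyme for full effect; some results filed as inactive read as strong as hits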
Target sequence (P31941 whole entry, looked up): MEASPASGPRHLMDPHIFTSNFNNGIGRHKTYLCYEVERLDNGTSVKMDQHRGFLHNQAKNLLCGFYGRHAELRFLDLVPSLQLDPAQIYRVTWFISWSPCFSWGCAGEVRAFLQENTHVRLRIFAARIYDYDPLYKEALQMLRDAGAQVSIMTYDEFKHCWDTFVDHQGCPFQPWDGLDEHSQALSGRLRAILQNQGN
hIAP activ = human IAP activators, primary screen, biochemical, luminescence, uHTS; Intestinal-type alkaline phosphatase (Homo sapiens), P09923; purified human IAP, CDP-Star luminescence, 30 min; stronger effect = higher value; 1 = vehicle-only enzyme, 0 = enzyme-free background; activation factor at 10 µM; actives 0.16% (n = 330,000);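 active = activation factor of the enzyme at least 2-fold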; also: the source names both 10 and 20 µM as test concentration; values of inactives mirror those of a sister screen read the other way
GRIN3A LBD mod = binders of NR3A ligand-binding domain, primary screen, biophysical, differential scanning fluorimetry, uHTS | NR3A LBD differential scanning fluorimetry, Tm shift; 0% = protein alone, 100% = glycine-bound protein | Tm shift relative to glycine control, % at 25 µM | AID 1259313, 2017 | actives 2.5% (n = 340,000) | Glutamate receptor ionotropic, NMDA 3A (GRIN3A) ligand-binding domain;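 active = melting temperature shift of at least 10% of the positive control shift, at one fixed dose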
mIAP activ = activators of mouse IAP, primary screen, biochemical, luminescence, uHTS | intestinal alkaline phosphatase [Mus musculus] | muIAP, CDP-Star luminescence, 30 min; stronger effect = higher value; 1 = vehicle-only enzyme signal, 0 = enzyme-free wells | activation factor at 10 µM | actives 0.24% (n = 330,000) | AID 2805, 2010;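 active = activation factor of at least 2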; also: the source names both 10 and 20 µM as test concentration; values of inactives mirror those of a sister screen read the other way
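Assay system: mouse IAP enzyme; Reagent: CDP-Star chemiluminescent phosphatase substrate; Compound: DMSO-dissolved test compounds; Incubation: 30 min, room temperature; Technique: luminescence from enzymatic CDP-Star hydrolysis; Controls: DMSO-only wells and no-enzyme negative control.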
MPTP block = mitochondrial permeability transition pore inhibitors, primary screen, biochemical, isolated mouse mitochondria, absorbance. AID 602449, 2012. actives 1.4% (n = 360,000). Ca2+ swelling absorbance, 30 min. inhibition, % at 10 µM;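 active = inhibition of 50% or more, scaled per plate between neutral and stimulator controls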;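 also: 0% = DMSO wells given calcium and 100% = 1 mM EGTA wells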
mIAP block = inhibitors of mouse IAP, primary screen, biochemical, luminescence, uHTS; actives 0.2% (n = 330,000); inhibition, % at 10 µM; intestinal alkaline phosphatase [Mus musculus]; AID 2806, 2010; purified mouse IAP, CDP-Star luminescence, 30 min;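 active = inhibition of at least 40% at 10 µM in the primary screen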;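 also: plate controls were DMSO with enzyme for no effect and no enzyme wells for full effect; values of inactives mirror those of a sister screen read the other way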
* hit, by the source's call. The order is random. Share with any hit: about 5%.

[1] O=C(NCC1CCCO1)c1ccc2c(c1)N(Cc1ccccc1)CCS2 (stereo unspecified)
[2] O=P(Cc1ccccn1)(c1ccccc1)c1ccccc1
[3] CC(CCc1ccccc1)NC(=O)c1cccc(F)c1 (stereo unspecified)
[4] CCn1c(O)c(N=NC(=O)CNC(=O)c2ccco2)c2ccccc21
[5] CC1CCc2nc(NC(=O)C3CC3)sc2C1 (stereo unspecified)
[6] CCn1cc(C(=O)Nc2ccc(C)c([N+](=O)[O-])c2)cn1
[7] O=S(=O)(Nc1cccnc1)c1cccs1
[8] O=C(O)C1C(C(=O)O)C1(c1ccccc1)c1ccccc1 (stereo unspecified)

assay / entry	1	2	3	4	5	6	7	8
hIAP block	7	-13	-1	-8	-7	-6	-24	-5
A3G deaminase	-5	-8	-3	-5	-9	1	-4	-5
beta cell repl	0	0	-2	-1	0	2	-3	2
A3A deaminase	-6	-1	3	-5	-9	1	-4	0
hIAP activ	0.93	1.1	1	1.1	1.1	1.1	1.2	1.1
GRIN3A LBD mod	2	0	-1	0	0	-7	0	-1
mIAP activ	1	1.1	1	1	1.1	1	1	1
MPTP block	-0.8	0.3	1.6	-0.1	-3.9	-0.1	0.5	1.4
mIAP block	0	-9	-4	-4	-8	-2	-1	-4

[9] COc1cc(C(C)=O)ccc1OCC(O)CNCC1(N2CCCCC2)CCCCC1 (stereo unspecified)
[10] CCc1cccc(NC(=O)Cc2ccc(OC)c(OC)c2)c1
[11] O=C(COc1cccc(Oc2ccccc2)c1)Nc1ncccn1
[12] Cc1ccc(S(=O)(=O)CCC(=O)OCC(=O)N2CCN(c3ccccc3)CC2)cc1
[13] Cc1cccc(NC(=O)c2ccc(NC(C)c3ccccc3)c([N+](=O)[O-])c2)n1 (stereo unspecified)
[14] O=c1c2ccccc2nc(CSc2ncnc3nc[nH]c23)n1-c1cccc(C(F)(F)F)c1
[15] COc1cccc(CNC(=O)CCc2nc3cc(S(=O)(=O)N4CCOCC4)ccc3n2C)c1
[16] COc1ccc(C2c3c(-c4ccccc4O)n[nH]c3C(=O)N2CCc2ccc(OC)c(OC)c2)cc1 (stereo unspecified)

assay / entry	9	10	11	12	13	14	15	16
hIAP block	-24	14	7	0	8	-21	-2	-56
A3G deaminase	-1	-11	1	-3	1	3	-5	-2
beta cell repl	-1	-3	0	10	-6	0	6	-6
A3A deaminase	3	-4	3	-1	1	2	0	-1
hIAP activ	1.2	0.86	0.93	0.99	0.92	1.2	1	1.6
GRIN3A LBD mod	3	-5	0	-1	-1	1	0	-10
mIAP activ	1.1	1.1	0.99	0.93	0.89	1.1	0.97	1
MPTP block	1.3	42	-3.8	-0.4	1.1	0.3	-1.8	7.2
mIAP block	-5	-6	1	8	11	-12	3	-4

Given with values under each structure: entries from further up.
The line under a structure holds: hIAP block | A3G deaminase | beta cell repl | A3A deaminase | hIAP activ | GRIN3A LBD mod | mIAP activ | MPTP block | mIAP block
15	COc1cccc(CNC(=O)CCc2nc3cc(S(=O)(=O)N4CCOCC4)ccc3n2C)c1
  -2 | -5 | 6 | 0 | 1 | 0 | 0.97 | -1.8 | 3
11	O=C(COc1cccc(Oc2ccccc2)c1)Nc1ncccn1
  7 | 1 | 0 | 3 | 0.93 | 0 | 0.99 | -3.8 | 1
14	O=c1c2ccccc2nc(CSc2ncnc3nc[nH]c23)n1-c1cccc(C(F)(F)F)c1
  -21 | 3 | 0 | 2 | 1.2 | 1 | 1.1 | 0.3 | -12
9	COc1cc(C(C)=O)ccc1OCC(O)CNCC1(N2CCCCC2)CCCCC1 (stereo unspecified)
  -24 | -1 | -1 | 3 | 1.2 | 3 | 1.1 | 1.3 | -5

Going on with the list.
[17] COc1ccc(-c2cc(C(=O)Nc3cccc(Cl)c3)no2)cc1
[18] O=C(NCCc1c[nH]c2ccccc12)c1cnc2sccn2c1=O
[19] COC(=O)c1ccccc1NS(=O)(=O)c1ccc2c(c1)oc(=O)n2C
[20] O=C(COc1ccc(S(=O)(=O)N2CCOCC2)cc1)Nc1ccc2c(c1)OCCO2
[21] C#CCOCCOCCOCCNc1nc(OC)nc(N2CCN(C(=O)[C@H](CCC(=O)O)n3cc(C(N)CO)nn3)CC2)n1 (stereo partly specified)
[22] CC(C)CCNCC(=O)NC(c1ccccc1)c1ccccc1
[23] CCCCn1c(=O)c(F)cn(Cc2ccc(OC)c([N+](=O)[O-])c2)c1=O
[24] Cc1nc(NC(=O)CSC2=NCCS2)sc1C(=O)N(C)C

assay / entry	17	18	19	20	21	22	23	24
hIAP block	3	11	19	-11	-13	-8	-1	-14
A3G deaminase	-4	-5	-5	-1	-10	-10	-6	-2
beta cell repl	-2	-2	-1	-3	-4	-4	2	-6
A3A deaminase	3	0	1	-1	-8	4	-2	2
hIAP activ	0.97	0.89	0.81	1.1	1.1	1.1	1	1.1
GRIN3A LBD mod	3	-4	2	2	1	-3	3	-2
mIAP activ	1.1	0.98	0.91	1.1	1.1	1.1	1	0.96
MPTP block	-1.0	-0.4	0.7	-1.6	0.3	0.6	3.3	-1.3
mIAP block	-7	2	9	-8	-10	-10	-2	4

Single records, as listed above:
`O=C(NCCc1c[nH]c2ccccc12)c1cnc2sccn2c1=O` across the screens: hIAP block: 11; A3G deaminase: -5; beta cell repl: -2; A3A deaminase: 0; hIAP activ: 0.89; GRIN3A LBD mod: -4; mIAP activ: 0.98; MPTP block: -0.4; mIAP block: 2
`CCCCn1c(=O)c(F)cn(Cc2ccc(OC)c([N+](=O)[O-])c2)c1=O` across the screens: hIAP block: -1; A3G deaminase: -6; beta cell repl: 2; A3A deaminase: -2; hIAP activ: 1; GRIN3A LBD mod: 3; mIAP activ: 1; MPTP block: 3.3; mIAP block: -2

Next records follow:
[25] O=C1CCCC/C1=N\Nc1ccc(OCc2ccccc2)cc1
[26] COc1cc(OC)c2c(c1)OC(c1ccc(OC)c(OC)c1)C(O)C2=O (stereo unspecified)
[27] C=CCN(c1nc(C)c(Br)c(OC)n1)S(=O)(=O)c1ccc(C)cc1
[28] Cc1ccc(C2(COC(=O)C(C)C)CO2)c(OC(=O)C(C)C)c1 (stereo unspecified)
[29] COc1ccc(NS(=O)(=O)c2ccc(OC)c3ccccc23)cn1
[30] NNC(=O)c1ncoc1-c1ccc(Cl)cc1
[31] CC(C)[C@H](NC(=O)c1ccccc1)C(=O)OCC(=O)Nc1ccc2c(c1)OCCO2
[32] Cc1ccc(S(=O)(=O)N2CCN(C(=O)Cn3c(=O)oc4ccccc43)CC2)cc1

assay / entry	25	26	27	28	29	30	31	32
hIAP block	5	-22	0	-6	6	6	25	4
A3G deaminase	-3	-6	-3	11	-2	-7	-4	-5
beta cell repl	-1	-3	-3	-6	0	-2	0	-2
A3A deaminase	2	-2	-6	3	2	-1	-2	7
hIAP activ	0.95	1.2	1	1.1	0.94	0.94	0.75	0.96
GRIN3A LBD mod	-12	-2	2	-2	4	1	-1	2
mIAP activ	0.98	1.2	1	1	1	0.98	1	0.94
MPTP block	1.9	-0.8	-1.4	-0.7	3.2	0.7	-0.4	0.7
mIAP block	2	-17	0	-2	-1	2	0	6

[33] COc1cccc(CN(C)C(=O)CSC(C)C(=O)Nc2cc(C)on2)c1OC (stereo unspecified)
[34] COC(=O)c1ccccc1Nc1cc(C)nc2nc(C)nn12
[35] CC1(C)CN(c2ccccc2)N(C(=O)c2ccc(C#N)cc2)C1=O
[36] COC(=O)c1sccc1NC(=O)CC1C(=O)NCCN1C(=O)c1ccccc1 (stereo unspecified)
[37] Cc1ccc(S(=O)(=O)N2CCCCC2)cc1C(=O)Nc1cccnc1
[38] Cc1ccc(OCCNS(=O)(=O)c2ccc(N3CCCC3=O)cc2)cc1
[39] CCOC(=O)N1CCN(C(=O)/C(=C/c2ccc(Br)cc2)NC(=O)c2ccc(OC)cc2)CC1
[40] Cc1c(OCC(=O)NC(Cc2c[nH]c3ccc(O)cc23)C(=O)O)ccc2c3c(c(=O)oc12)CCC3 (stereo unspecified)

assay / entry	33	34	35	36	37	38	39	40
hIAP block	2	4	17	-25	-7	36*	2	5
A3G deaminase	-10	-6	-4	-8	7	-3	-7	2
beta cell repl	0	-3	-2	-3	-2	-4	1	1
A3A deaminase	-3	0	-2	-1	28	-3	-3	7
hIAP activ	0.98	0.96	0.83	1.3	1.1	0.64	0.98	0.95
GRIN3A LBD mod	4	-2	-1	-1	2	-1	0	3
mIAP activ	1	0.99	0.96	1	1.1	0.98	1	0.96
MPTP block	0.6	0.7	-2.9	0.9	0.2	84*	0.8	0.9
mIAP block	-2	0	4	-4	-6	2	-3	4

[41] O=C(COC(=O)CNC(=O)c1ccc(Cl)cc1Cl)NC(=O)NCc1ccccc1
[42] Cc1cc(C(=O)NNc2ccc(Cl)cc2)no1
[43] Cc1cc(C)nc(N(C#N)Cc2ccc([N+](=O)[O-])cc2)n1
[44] COc1ccccc1C(C)N(C)Cc1nc(COc2ccccc2)no1 (stereo unspecified)
[45] CC12CCC(C/C1=N/NC(=O)Nc1ccccc1)C2(C)C (stereo unspecified)
[46] O=C(NC1CCCC1)c1cc2nc(-c3ccccc3)cc(-c3ccccc3)n2n1
[47] COc1cccc(NC(=O)C2C3C=CC(C3)C2C(=O)O)c1 (stereo unspecified)
[48] O=S(=O)(c1ccccc1)N1CCN(C/C=C/c2ccccc2)CC1

assay / entry	41	42	43	44	45	46	47	48
hIAP block	8	-2	-7	6	-12	4	16	20
A3G deaminase	4	-5	-8	1	-3	-8	-6	-1
beta cell repl	1	0	-1	-2	-5	-5	1	2
A3A deaminase	18	0	-2	7	1	-2	-11	-3
hIAP activ	0.92	1	1.1	0.94	1.1	0.96	0.84	0.8
GRIN3A LBD mod	-1	0	-1	-2	1	2	-2	1
mIAP activ	1	1	0.95	0.98	1	1.1	0.94	1
MPTP block	-0.4	1.5	2.4	2.6	-1.8	2.5	2.6	0.2
mIAP block	-5	-2	5	2	-1	-10	6	-2

[49] COc1ccc(OC)c(N=CC2=C(O)CC(C)(C)CC2=O)c1
[50] COc1ccc(-c2nnc(Nc3ccc(OC)c(C(=O)N4CCCCC4)c3)c3ccccc23)cc1
[51] COc1ccc2c(c1OC)c(=O)n1c3ccc(OC(C)C(=O)NCCN4CCOCC4)cc3c3ccnc2c31 (stereo unspecified)
[52] Cc1ccc(S(=O)(=O)N2CCCC(c3nnc4n3-c3ccccc3SC4)C2)cc1 (stereo unspecified)

assay / entry	49	50	51	52
hIAP block	-10	1	6	-10
A3G deaminase	1	-3	-2	-2
beta cell repl	-4	0	-3	-4
A3A deaminase	-8	3	-1	1
hIAP activ	1.1	0.99	0.94	1.1
GRIN3A LBD mod	2	-4	-3	-1
mIAP activ	1.1	1	0.94	0.94
MPTP block	0.3	0.3	-1.1	2.6
mIAP block	-6	-2	6	6
